OXTR ag = activates the human oxytocin receptor; P30559; CHO-OTR cells, Fluo-8 calcium fluorescence; normalized: DMSO 0%, oxytocin 100%; activation, % at 3 µM; actives 0.32% (n = 320,000);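 active = activation above the mean of all tested compounds plus 3 SD, cutoff set per screening run, cut at about 20% in these data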;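 also: peak over basal fluorescence ratio from a 100 s FLIPR kinetic read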
Target sequence (P30559 whole entry, looked up): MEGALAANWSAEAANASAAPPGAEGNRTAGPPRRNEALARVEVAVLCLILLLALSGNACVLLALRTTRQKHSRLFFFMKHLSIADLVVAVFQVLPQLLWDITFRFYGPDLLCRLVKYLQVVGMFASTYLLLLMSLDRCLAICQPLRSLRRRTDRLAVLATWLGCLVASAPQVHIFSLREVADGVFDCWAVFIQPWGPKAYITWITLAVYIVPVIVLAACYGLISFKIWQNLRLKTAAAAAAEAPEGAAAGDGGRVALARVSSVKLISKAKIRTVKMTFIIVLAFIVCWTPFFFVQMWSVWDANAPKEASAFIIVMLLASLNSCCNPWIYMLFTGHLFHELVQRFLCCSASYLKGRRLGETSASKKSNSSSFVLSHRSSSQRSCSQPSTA
TAAR1 antag = antagonists of human TAAR1; Q96RJ0; CHO RD-HGA16 TAAR1, Fluo-8 calcium fluorescence, antagonist; inhibition, % at 3 µM; actives 1.5% (n = 360,000);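 active = inhibition above a per-plate cutoff, the mean inhibition of test compounds on that plate plus 3 SD, cut at about 49% in these data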;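 also: 0% = DMSO plus EC80 beta-PEA response and 100% = DMSO alone without agonist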
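test system = CHO RD-HGA16 cells bearing hTAAR1 | replication = singlicate | controls = DMSO-only wells and EC80 β-PEA-stimulated wells | reagent = EC80 β-phenethylamine stimulus | read-out basis = percent inhibition of PEA-evoked calcium signal, max/basal emission ratio | schedule = seeding 17-24 h prior, 75-min 37 °C, 30-min RT dye loading | signal = kinetic Fluo-8 calcium fluorescence measurement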
CHO parental Ca = counter-screen for OX1R antagonists: effect in parental CHO cells; AID 463079; actives 0.63% (n = 330,000); parental CHO-K1, ATP-induced calcium, Fluo-8 fluorescence; inhibition, % at 5.6 µM;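 active = inhibition above that plate's mean sample inhibition plus 3 SD, cut at about 26% in these data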;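 also: 0% = ATP-challenged DMSO wells and 100% = DMSO wells without ATP; some compounds past the cut are filed as inactive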
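Assay system: parental CHO cells; Read-out basis: percent inhibition of ATP-evoked calcium rise, normalized to controls; Benchmarks: ATP and no-ATP DMSO wells; Compound dosing: single nominal dose of 5.6 µM per compound; Signal: Fluo-8 calcium dye fluorescence; Also added: ATP as calcium-mobilizing challenge; Repeats: singlicate.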
CHO-K1 Ca antag = nonselective inhibitor or artifact in parental CHO-K1 cells. ATP-induced calcium, Fluo-8 fluorescence. inhibition, % at 3 µM. actives 0.6% (n = 360,000). AID 602250;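 active = inhibition above a per-plate cutoff, the plate's mean sample inhibition plus 3 SD, cut at about 24% in these data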;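 also: 0% = DMSO plus EC80 ATP and 100% = DMSO alone without ATP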
OXTR potentiate = potentiators of human oxytocin receptor; P30559; CHO-OTR cells, Fluo-8 calcium fluorescence, potentiator mode; 0% = oxytocin EC15, 100% = EC100; activation, % at 3 µM; actives 0.061% (n = 320,000); AID 2445;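 active = activation above that plate's cutoff, the mean activation of tested compounds plus 3 SD, cut at about 6.6% in these data, passing the limit was not always enough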;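 also: 100% uses oxytocin at 75 nM as the full agonist control; some results filed as inactive read as strong as hits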
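Measured by – Fluo-8 calcium dye fluorescence · Test system – human OTR in CHO cells · Dosing – one concentration, 3.0 µM compound · Controls – EC15 oxytocin alone as 0%, 75 nM oxytocin as 100% · Evaluation – normalized max/min fluorescence ratio, % activation · Timing – 6 min pre-incubation, 100 s read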
M1 ag parental = M1 agonist counterscreen hit in parental CHO-K1 cells; AID 602248; activation, % at 3 µM; actives 0.48% (n = 360,000); Fluo-8 calcium fluorescence; scaled to maximal ATP response, vehicle zero; in the data active = activation above about 15%;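 also: untransfected CHO-K1 host cells lacking M1 receptor as counterscreen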
CHO-K1 Ca PAM = nonselective activator or artifact in parental CHO-K1 calcium assay. ATP EC20, Fluo-8 calcium fluorescence; 0% at ATP EC20, 100% at ATP max. activation, % at 3 µM. actives 0.02% (n = 360,000);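 active = activation above the run cutoff, the mean activation of all test compounds plus 3 SD, cut at about 40% in these data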;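 also: peak over basal fluorescence ratio in a 140 s read after ATP addition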
V1aR counter = V1a receptor agonism, counter-screen for OXTR agonists; CHO-V1R cells, Fluo-8 calcium fluorescence, agonist mode; 0% DMSO, 100% 3 nM vasopressin; activation, % at 3 µM; actives 0.25% (n = 320,000);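 active = activation above the mean activation of all tested compounds plus 3 SD, per screening run, cut at about 20% in these data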;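 also: signal is peak over basal fluorescence ratio across a 100 second FLIPR read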
Target sequence (P37288 whole entry, looked up): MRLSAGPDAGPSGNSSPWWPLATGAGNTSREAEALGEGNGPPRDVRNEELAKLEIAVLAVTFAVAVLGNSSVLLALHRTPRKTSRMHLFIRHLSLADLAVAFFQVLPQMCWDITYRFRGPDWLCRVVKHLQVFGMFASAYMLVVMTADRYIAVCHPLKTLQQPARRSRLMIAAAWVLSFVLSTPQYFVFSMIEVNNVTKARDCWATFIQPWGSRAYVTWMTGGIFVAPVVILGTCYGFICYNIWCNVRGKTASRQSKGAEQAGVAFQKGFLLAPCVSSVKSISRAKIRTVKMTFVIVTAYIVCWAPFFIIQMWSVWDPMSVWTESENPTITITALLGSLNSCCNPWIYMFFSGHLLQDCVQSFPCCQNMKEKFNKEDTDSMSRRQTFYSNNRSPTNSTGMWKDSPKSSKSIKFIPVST
GPR7 antagonist = antagonists of human GPR7 (neuropeptides B/W receptor 1); P48145; GPR7-expressing cells, fluorescence antagonist assay; inhibition, % at 4.4 µM; actives 1.1% (n = 290,000); AID 1861; in the data active = inhibition above about 16%, passing the limit was not always enough;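 also: cells stimulated with the agonist NPW; 0% = agonist with vehicle and 100% = vehicle without agonist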
The depositor's hits bear a star; . = not tested or not shown. Compounds as they come, and some 3.5% of all compounds hit somewhere here.

Below each compound: OXTR ag, TAAR1 antag, CHO parental Ca, CHO-K1 Ca antag, OXTR potentiate, M1 ag parental, CHO-K1 Ca PAM, V1aR counter, GPR7 antagonist
1: O=C(c1sc2cccc(F)c2c1Cl)N1CCN(c2ncccn2)CC1
    -2.9, 6.8, -12.8, -6.7, -7.9, 2.2, 24.1, 0.8, -2.3
2: CCN(CC)C1=CC(=O)OC12CCCCC2
    -0.5, 4.0, -6.4, -8.0, 0.1, 0.8, 26.3, -0.1, -8.9
3: CCCOc1ccccc1NC(=O)CC1Nc2ccccc2NC1=O (stereo unspecified)
    -0.9, 5.4, -24.5, -1.4, -8.3, 0.8, 18.8, 5.2, -12.0
4: Cc1cc(N2CCN(C)CC2)nc2ccc(NC(=O)c3ccc4c(c3)OCO4)cc12
    1.6, -7.7, -15.2, -1.6, -3.6, -0.8, 11.3, 0.9, 8.7
5: O=C(Cn1ncc2c([nH]c3ccccc32)c1=O)NCCc1ccc(Cl)cc1
    -0.1, -8.1, -7.4, -0.3, -3.0, 0.4, -10.1, 0.6, -3.9
6: CCCCSC1=C(C#N)C(c2ccccc2C)CC(=O)N1 (stereo unspecified)
    -0.1, 21.2, 0.3, 8.8, -9.7, 0.2, -7.6, -0.3, -8.9
7: COc1cccc(NC(=S)NCCC(c2ccccc2)c2ccccc2)c1
    0.8, 28.6, 7.5, 10.2, -16.3, 8.0, 12.5, 2.5, -16.2
8: CCN(CC)CCN(C(=O)c1ccc2ccccc2c1)c1nc2ccc(F)cc2s1
    -0.9, -18.4, 1.2, -9.9, -12.1, 0.6, 17.3, 1.8, 7.9
9: Nc1nc(N2CCN(c3ccccc3)CC2)n[nH]1
    -0.3, 2.3, -8.8, -4.0, -9.5, 1.2, 23.3, 0.7, -11.6
10: N#C/C(=C\c1ccc(-c2ccccc2[N+](=O)[O-])o1)C(=O)Nc1nc(-c2cccs2)cs1
    -1.6, 38.6, -9.6, -6.0, -4.8, 1.4, 17.0, -0.6, -8.1
11: CCNc1ccc(C(=O)OCC)cc1NC(=O)c1cc(S(=O)(=O)N2CCOCC2)ccc1C
    -0.4, -3.2, -13.6, -13.6, -1.6, 0.1, 13.5, -0.9, -10.5
12: C[N+]1(CC(=O)OCCCc2ccccc2)CCCCC1
    -0.1, -3.7, -4.8, -12.1, -5.9, 0.7, 4.0, -1.1, -9.2
13: CC1(C)SC(=Nc2ccccc2)N(S(=O)(=O)c2ccccc2)C1=O
    0.3, -27.3, 2.2, 0.1, -4.9, -0.2, -2.0, 0.1, -4.2
14: Cc1ccc(Nc2nc(-c3sc(C)nc3C)cs2)cc1
    -2.1, -28.2, -4.7, -9.5, -6.1, 2.1, 18.8, 0.7, 18.9
15: CCN(CC)CC(=O)Nc1ccc(-c2ccc(NC(=O)CN(CC)CC)c(OC)c2)cc1OC
    -1.2, -4.7, -13.3, -3.2, -10.5, -0.2, 15.3, -0.7, -9.6
16: C=CCn1c(SCC(=O)NCC2CCCO2)nnc1-c1ccccc1 (stereo unspecified)
    0.0, -11.4, -8.2, -1.5, -1.7, 0.8, 18.6, -0.2, -3.2
17: O=C(COC(=O)c1cc([N+](=O)[O-])ccc1N1CCOCC1)c1ccc(Br)cc1
    -0.1, -8.0, -2.2, 0.1, -6.4, -0.6, -21.9, 0.4, .
18: CC(C)C[C@H]1CN([C@@H](Cc2ccccc2)CN2CCC[C@H]2CN2C(=O)C(=O)NC[C@@H]2Cc2ccc(O)cc2)C(=O)C(=O)N1CCc1ccccc1
    ., -21.6, ., 15.6, ., -0.5, -7.3, ., .
19: CCCCNC(=O)c1onc(CSc2ccccc2F)c1C(=O)O
    -0.7, -1.5, -1.0, -9.4, -2.7, 0.0, 15.4, 0.0, -12.7
20: CCc1nnc(NS(=O)(=O)c2ccc(N=Cc3c(C)[nH]n(-c4cccc(Cl)c4)c3=O)cc2)s1
    -0.5, 10.8, -2.1, -6.4, 4.6, 0.0, 5.5, 1.4, -0.5
21: CN1CCN(C(=S)NC(=O)/C=C/c2ccccc2)CC1
    -0.5, 9.2, -16.5, -12.9, 7.9, -0.3, 11.8, -0.2, -8.3
22: CC(C)c1ccc(NC(=O)C2Cc3c(-c4ccco4)ccnc3O2)cc1 (stereo unspecified)
    ., -27.0, ., 0.3, ., -0.1, 10.9, ., .
23: O=C1CCC/C=C/C[C@@H](CC(=O)N(CCO)Cc2ccccc2)C(=O)NC[C@H](c2ccccc2)O1
    0.4, -5.3, -0.6, -8.7, 8.4, 0.3, 8.2, 1.0, .
24: COCCn1c(=NC(=O)c2ccc3c(c2)OCCO3)sc2cc(S(N)(=O)=O)ccc21
    0.1, 2.0, -16.9, -17.2, -3.9, 2.6, 22.4, 1.3, -16.4
25: CC(OC(=O)Nc1cccc(Cl)c1)C(=O)OC1CCCCC1 (stereo unspecified)
    ., 31.8, ., -25.8, ., 2.1, 10.3, ., .
26: Nc1ccn([C@@H]2O[C@H](C(=O)N3CCN(Cc4ccccn4)CC3)[C@@H](O)[C@H]2O)c(=O)n1
    ., 5.4, ., -17.8, ., 0.2, 12.6, ., .
27: Cc1ccc(C(=O)N2CCCC(Nc3ccc(F)cc3)C2)cc1C (stereo unspecified)
    -1.1, -20.3, -27.9, -5.4, -3.9, 0.7, -0.6, 0.7, -4.0
28: Cc1cccc2sc(NC(=O)CCNS(=O)(=O)c3cccs3)nc12
    18.5, 29.6, 20.3, -10.5, -20.1, 4.2, -7.1, 11.1, 1.8
29: CC1CCCCC1NC(=O)NC(=O)COC(=O)c1ccc(OC(F)F)cc1 (stereo unspecified)
    ., -14.4, ., -4.0, ., 0.8, 9.0, ., .
30: COc1ccc(OCC(O)Cn2c(N3CCCCC3)nc3c2c(=O)[nH]c(=O)n3C)cc1 (stereo unspecified)
    0.4, 16.3, -9.6, -11.7, -11.5, 3.3, 16.1, -0.5, -8.6

Laid out differently: 3 of the compounds above.
cpd	mol	OXTR ag	TAAR1 antag	CHO parental Ca	CHO-K1 Ca antag	OXTR potentiate	M1 ag parental	CHO-K1 Ca PAM	V1aR counter	GPR7 antagonist
6	CCCCSC1=C(C#N)C(c2ccccc2C)CC(=O)N1 (stereo unspecified)	-0.1	21.2	0.3	8.8	-9.7	0.2	-7.6	-0.3	-8.9
7	COc1cccc(NC(=S)NCCC(c2ccccc2)c2ccccc2)c1	0.8	28.6	7.5	10.2	-16.3	8.0	12.5	2.5	-16.2
8	CCN(CC)CCN(C(=O)c1ccc2ccccc2c1)c1nc2ccc(F)cc2s1	-0.9	-18.4	1.2	-9.9	-12.1	0.6	17.3	1.8	7.9

Single records, from the list above.
Entry for Cc1cccc2sc(NC(=O)CCNS(=O)(=O)c3cccs3)nc12 = OXTR ag: 18.5; TAAR1 antag: 29.6; CHO parental Ca: 20.3; CHO-K1 Ca antag: -10.5; OXTR potentiate: -20.1; M1 ag parental: 4.2; CHO-K1 Ca PAM: -7.1; V1aR counter: 11.1; GPR7 antagonist: 1.8
Entry for CCc1nnc(NS(=O)(=O)c2ccc(N=Cc3c(C)[nH]n(-c4cccc(Cl)c4)c3=O)cc2)s1 = OXTR ag: -0.5; TAAR1 antag: 10.8; CHO parental Ca: -2.1; CHO-K1 Ca antag: -6.4; OXTR potentiate: 4.6; M1 ag parental: 0.0; CHO-K1 Ca PAM: 5.5; V1aR counter: 1.4; GPR7 antagonist: -0.5

Following part.
Below each compound: OXTR ag, TAAR1 antag, CHO parental Ca, CHO-K1 Ca antag, OXTR potentiate, M1 ag parental, CHO-K1 Ca PAM, V1aR counter, GPR7 antagonist
31: C[C@@]12C(=O)N(Cc3ccc(Cl)cc3)CC(=O)N1[C@H]1c3ccccc3OC[C@@H]1[C@@H]2c1ccccc1
    1.8, 9.2, -38.7, -16.5, -0.2, 1.7, 30.8, 2.9, .
32: COC(=O)c1ccc2[nH]ccc2c1
    0.7, -2.2, 2.2, -10.4, -7.1, 0.5, -2.5, 2.2, 0.6
33: COc1ccccc1N1CCN(C2CC(=O)N(c3ccc(Cl)cc3)C2=O)CC1 (stereo unspecified)
    1.2, 13.2, -7.3, -6.8, -4.6, 11.7, 23.9, 0.8, -6.1
34: CC(C)NC(=O)c1ccc(COCC(F)(F)F)cc1
    -0.3, -4.4, -12.1, -5.3, -4.6, 0.4, 11.4, 0.8, -1.1
35: Cc1[nH][nH]c(=O)c1[C@@H](c1ccccc1[N+](=O)[O-])C(C#N)C#N
    0.6, -10.7, -11.3, 4.2, 5.5, 0.3, -8.5, 0.9, -16.9
36: CCCc1c(NC(=O)Nc2ccc(Cl)cc2Cl)cnn1-c1ccccc1
    -0.4, 6.2, 1.0, -8.2, -7.4, 0.9, 12.2, -0.9, -9.7
37: COc1ccc2nc(NC(C)=O)sc2c1
    -0.4, -2.1, 13.5, -8.9, -11.2, 0.0, -9.9, 1.8, -5.4
38: CS(=O)(=O)Nc1cccc(C2=NN(S(C)(=O)=O)C(c3ccc4c(c3)OCO4)C2)c1 (stereo unspecified)
    0.9, 7.1, -2.9, 1.6, 1.1, 0.5, 12.7, 0.5, 0.6
39: O=C(/C=C/c1ccc(Cl)cc1)NC1CCS(=O)(=O)C1 (stereo unspecified)
    -0.5, 3.0, -15.5, -2.6, -1.6, 0.7, 9.6, -0.3, -1.6
40: CCC1=NN(C(=O)COc2ccccc2C)C(O)(c2ccncc2)C1 (stereo unspecified)
    0.9, 1.9, 2.2, 8.3, 0.6, -0.3, 5.6, 0.7, 2.0
41: CCOc1ccc2oc(C(=O)OCC(=O)N3C(C)CCCC3C)c(C)c2c1 (stereo unspecified)
    1.2, 4.6, 1.6, 1.6, -9.8, 11.7, -10.2, 2.4, .
42: Cc1ccc(NC(=O)Nc2ccc(F)cc2F)c(OC(F)F)c1
    -1.9, 1.1, 9.1, -13.5, -8.9, 6.3, 14.7, 1.0, -11.2
43: CC(C)CC(NS(=O)(=O)c1ccc2c(c1)oc(=O)n2C)C(=O)NCc1cccnc1 (stereo unspecified)
    -0.4, 0.0, -3.6, -4.2, -2.7, 0.3, 16.1, 0.1, -3.1
44: Nn1cc(-c2ccccc2)nc1SCC(=O)N1CCN(S(=O)(=O)c2ccc3ccccc3c2)CC1
    -0.6, 22.6, -11.0, -6.9, -10.3, 0.7, 16.0, 1.2, -9.6

Source: PubChem
